# Screening results as filed in PubChem.
# NFkB transloc inh = blocks IL-1B driven NFkB nuclear translocation in HUVEC cells; inhibition, % at 2 µM; hit rate 0.43% among 94,000; HUVEC IL-1B NFkB p65 nuclear translocation imaging;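 active means inhibition above about 30% together with a positive call from visual inspection of the well image, limit read from the data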;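 further: nuclear over cytoplasmic p65 intensity ratio measured by imaging; 0% = IL-1B stimulated DMSO wells and 100% = unstimulated DMSO wells; values of inactives mirror those of a sister screen read the other way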
# PLAP inhibition = PLAP enzyme inhibitors, biochemical, luminescence, HTS (AID 690); one-dose inhibition, % at 20 µM; IC50 in µM for titrated hits; hit rate 0.08% among 96,000; purified PLAP, luminescent substrate; higher % means a stronger effect; in the data active means a potency from the dose series; inactive means the rest, 99 in 100 with inhibition below about 30%; further: strong numbers were not always called active
# MRP resist rev = MRP-mediated drug resistance reversal; H69AR cells + 2 uM doxorubicin, CellTiter-Glo, 72 h; differential viability (reversal), % at 10 µM; hit rate 0.04% among 85,000; AID 602;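 active means viability drop by adding the cancer drug above about 55%, with treated viability meeting a 40% cutoff, limit read from the data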;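 further: viability without doxorubicin minus viability with 2 µM doxorubicin for each compound; larger differential means the compound sensitizes cells more to doxorubicin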
# Bcl-B TR3 displacers = displacers of TR3 peptide from Bcl-B, primary screen, selectivity assay for Bfl-1 inhibitor project, biochemical, fluorescence polarization. displacement, % at 20 µM; hits with a dose series show IC50 in µM. FP displacement of FITC-TR3 peptide from Bcl-B; higher % means a stronger effect. hit rate 0.11% among 96,000;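 active means displacement above 50% at 20 µM plus a fluorescence interference ratio under 1.5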;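 further: plate controls were wells without compound for no effect and wells lacking Bcl-B protein for full effect; a part of the inactive calls stands beside numbers as strong as those of hits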
# NFkB transloc pot = enhances IL-1B driven NFkB nuclear translocation | HUVEC IL-1B NFkB p65 nuclear translocation imaging | activation, % at 2 µM | hit rate 0.3% among 94,000 | AID 819;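 active means activation above 40%, about the mean plus 3 SD, also judged a hit on visual image review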;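 further: percent activation is computed from the nuclear over cytoplasmic p65 intensity ratio; values of inactives mirror those of a sister screen read the other way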
# MRP resist rev cytotoxicity = recorded beside MRP resist rev, whose call it bears; viability, %; H69AR cells, CellTiter-Glo, 72 h; measured here: cytotoxicity without doxorubicin
# MRP resist rev with doxorubicin = recorded beside MRP resist rev, whose call it bears; viability, %; measured here: viability with 2 uM doxorubicin; hits give low values
# NFkB transloc inh cell count 2 µM = further read-out of NFkB transloc inh, marked with its call; cell count; measured here: cells passing quality filter;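 raw number of nuclei counted in each imaged well without normalization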
# NFkB transloc pot cell count 2 µM = also measured in NFkB transloc pot; calls as there; cell count; measured here: cells passing quality filter
# * = called active by the depositor; / = not tested or not shown. Some of the compounds tested, so the mix of outcomes need not match the whole.
SMILES,NFkB transloc inh,NFkB transloc inh cell count 2 µM,PLAP inhibition,MRP resist rev,MRP resist rev cytotoxicity,MRP resist rev with doxorubicin,Bcl-B TR3 displacers,NFkB transloc pot,NFkB transloc pot cell count 2 µM
O=C(Nc1cccc(OC(=O)N2CCOCC2)c1)N1CCOCC1,10,135,6%,-11,89,100,-5%,-10,135
CC(C)(C)N1Cc2ccccc2C1=N,-4,155,6%,/,/,/,-5%,4,155
FC(F)(F)c1ccc2c(c1)nnn2C1CCN(Cc2nnnn2Cc2ccccc2)CC1,/,/,11%,/,/,/,-6%,/,/
CCCCn1c(O)c(C(CC)=NCc2cccnc2)c(=O)[nH]c1=O,0,107,13%,-14,67,82,2%,0,107
CCCCn1c(O)c(C=NCCCn2ccnc2)c(=O)[nH]c1=O,12,77,7%,12,113,101,-1%,-12,77
CNC(C(=O)c1ccccc1)C(OC)c1ccccc1 (stereo not given),-4,207,-1%,1,101,99,-9%,4,207
CN1C(=O)C(=Cc2ccc(N3CCCCCC3)o2)C(=O)N(C)C1=S,10,139,29%,/,/,/,-7%,-10,139
Cc1cc(N2C(=O)C3CCCN3C2c2ccccc2)no1 (stereo not given),-14,115,-14%,5,95,90,5%,14,115
O=P(N1CCCCC1)(N1CCCCC1)C(Cl)(Cl)Cl,0,113,-32%,-5,89,94,6%,0,113
CN(Cc1ccccc1)C(=C(Cl)Cl)/C(=C1/NCCN1Cc1ccc(Cl)nc1)[N+](=O)[O-],-15,186,-38%,-7,76,83,-8%,15,186
CC1CCN(S(=O)(=O)c2ccc(NN=C(C#N)C#N)cc2)CC1,29,159,-14%,/,/,/,-7%,-29,159
O=c1[nH]c(=O)n(-c2ccc(F)cc2)c(O)c1C=Nc1ccccc1N1CCCC1,-16,115,15%,5,62,57,-111%,16,115
O=P(NS(=O)(=O)c1ccccc1)(Oc1ccccc1)Oc1ccccc1,-11,187,-26%,3,95,93,-10%,11,187
CC(Oc1ccc(-c2ccccc2)cc1)C(=O)O (stereo not given),3,96,-8%,4,98,94,0%,-3,96
C=CCn1c(O)c(C(C)=Nc2ccc(N(C)C)cc2)c(=O)[nH]c1=O,3,89,27%,-35,47,82,13%,-3,89
Nc1c2c(nc3sc4c(c13)CCCC4)CCCCC2,5,108,24%,/,/,/,-4%,-5,108
CC1(C)CC(=O)C2=C(C1)NC(=O)C21C(C(=O)OC(C)(C)C)=C(N)Oc2ccc(Br)cc21 (stereo not given),5,142,-36%,/,/,/,10%,-5,142
COC(=O)C(O)(c1ccc(NC(=S)NC(=O)c2ccccc2)cc1)C(F)(F)F (stereo not given),4,135,8%,/,/,/,4%,-4,135
CN(C)C(=O)Oc1ccc(OC(=O)c2ccccc2)cc1,1,93,9%,-27,89,116,-6%,-1,93
CCCCn1c(O)c(C(CC)=Nc2cccc(C(=O)O)c2)c(=O)[nH]c1=O,3,162,-5%,11,107,96,0%,-3,162
Cc1ccc(-n2nc(C)cc2NC(=O)COc2cc(C)cc3oc(=O)c4c(c23)CCC4)cc1,6,149,6%,-7,63,70,-12%,-6,149
CC1(C)CC(=O)C(C2(O)C(=O)NC(=O)NC2=O)=C(O)C1,/,/,-32%,5,105,100,4%,/,/
CN1C(=O)N(C)C(=O)C2(Cc3c(nc4ccccn4c3=O)N3CCc4ccccc4C32)C1=O (stereo not given),4,105,-4%,8,82,74,6%,-4,105
CCN(CC)CCCN=Cc1c(O)n(Cc2ccc(F)cc2)c(=O)[nH]c1=O,-10,188,0%,41,87,46,2%,9,188
COc1ccccc1CC1/C(=N/O)C2CCN1CC2 (stereo not given),-23,89,4%,-3,100,103,2%,23,89
Cc1ccc2nc3c(cc2c1)CC1(C(=O)N(C)C(=O)N(C)C1=O)C1CCCCN31 (stereo not given),-11,72,-93%,-16,63,79,-7%,11,72
COc1ccccc1CC1C(=O)C2CCN1CC2 (stereo not given),1,149,0%,3,95,92,-4%,-1,149
CCNc1nc2[nH]c(=O)c3c(c2s1)OC(N)=C(C#N)C3c1cccs1 (stereo not given),-2,143,3%,/,/,/,-2%,2,143
Cc1ccc(OCC(=O)N2CCN(C)CC2)c(Br)c1,-17,135,-5%,8,91,83,-6%,17,135
Cc1noc(C)c1C(=O)N1CCC2(CC1)OCCO2,-12,131,10%,-2,101,104,-3%,12,131
CN1C(=O)C(=Cc2ccccc2Oc2ccc(Cl)cc2)C(=O)N(C)C1=O,0,140,-9%,/,/,/,5%,0,140
CCC(C)N1C(=O)NC(=O)C2(Cc3c(ccc4ccccc34)N(C)C2)C1=O (stereo not given),-25,127,-15%,/,/,/,4%,25,127
COc1cc(CN2CCN(c3cc(C)ccc3C)CC2)ccc1O,-2,137,-57%,2,55,53,5%,2,137
CNC(C)Cc1ccccc1Sc1ccc(O)cc1 (stereo not given),1,124,6%,/,/,/,6%,-1,124
N#Cc1cc(F)c(N2CCNCC2)cc1Cl,-24,71,17%,2,81,79,-8%,24,71
NC(=O)CSc1nnc([C@@H](N)Cc2c[nH]c3ccccc23)o1,-10,207,-4%,/,/,/,-12%,9,207
O=C(c1ccc2c(c1)OCO2)N1CCC2(CC1)OCCO2,/,/,18%,1,97,96,-7%,/,/
COc1ccc2c(c1)c(C(=O)CN1CCC3(CC1)OCCO3)c(C)n2Cc1ccccc1,-13,150,-50%,-17,53,70,0%,13,150
CCC(C)C1N=C(c2ccccc2)c2cc(Cl)ccc2N(CC(=O)NCc2ccco2)C1=O (stereo not given),6,151,-17%,-6,66,72,-14%,-6,151
Cc1cc(NC(=O)COC(=O)c2c(C)nn(Cc3ccccc3Cl)c2C)no1,-7,202,20%,16,111,95,-4%,7,202
COc1cc2c(cc1OC)C(C(=O)N1CCC3(CC1)OCCO3)C(c1ccccc1F)N(C)C2=O (stereo not given),-4,165,/,7,89,82,/,5,165
CC1(C)C(c2ccccc2)=NC(c2cccnc2)=[N+]1[O-],/,/,-36%,1,100,99,0%,/,/
O=c1cccc2n1CC1CC2CN(C(c2ccccc2)c2sc3ncnn3c2O)C1 (stereo not given),/,/,-19%,-2,98,100,0%,/,/
O=C(CNC(=O)OCc1ccccc1)Nc1ccc(Br)cc1C(=O)c1ccccc1,2,137,-3%,/,/,/,-6%,-2,137
O=C(Nc1ccc(Cl)cc1C(=O)c1ccccc1)c1ccc(Br)o1,-14,170,-8%,/,/,/,-13%,14,170
CC(=O)C1C2c3ccccc3OC1(C)N=c1s/c(=C/c3cn(C)nc3C)c(=O)n12 (stereo not given),-8,81,-32%,14,84,69,-6%,8,81
CC12CN3CC(C)(CN(C1)C31CCOCC1)C2=O,-8,103,/,-9,102,110,/,8,103
CCn1cc(C(=O)c2ccccc2)c2ccccc21,-4,100,23%,16,85,69,3%,4,100
CC(=NCCN1CCCCC1)c1c(O)n(Cc2ccccc2)c(=O)[nH]c1=O,-18,194,-36%,7,97,90,8%,17,194
O=C1C2CCCN2C(c2cccnc2)N1c1ccc(Cl)cc1 (stereo not given),14,157,-12%,4,86,82,-5%,-14,157
CCN(CC)CCN=Cc1c(O)n(C2CCCCCC2)c(=O)[nH]c1=O,-5,179,-41%,-12,92,104,0%,5,179
CCC1(CC)C(=O)N(Cc2ccccc2)C(=O)N(Cc2ccccc2)C1=O,-14,200,7%,12,93,81,-11%,14,200
CCCCSC1=NN1c1nc(N)nc(C)c1CC,-4,112,22%,-7,71,77,5%,4,112
CC(=O)O[C@]1(c2ccccc2)CCN(C)[C@H]2CCCC[C@@H]21,-6,133,/,-4,96,100,/,6,133
O=c1[nH]c(=S)n(CCC2=CCCCC2)c(O)c1C=NC1CCN(Cc2ccccc2)CC1,6,115,-53%,/,/,/,3%,-6,115
O=P1(NCc2ccco2)COc2ccccc2OC1,13,88,-8%,6,104,99,3%,-13,88
CCC(=O)N1CC(=O)Nc2ccc(Cl)cc2C1c1ccc(F)cc1 (stereo not given),-2,186,17%,8,96,88,6%,2,186
CN1CCC(O)(c2ccccc2)C(C(=O)c2ccccc2)C1 (stereo not given),/,/,-3%,7,83,75,-1%,/,/
CC[n+]1c(/C=C/N(C)c2ccccc2)sc2ccc(Cl)cc21,1,170,29%,/,/,/,-4%,-1,170
CN1CCN(c2ccc(N)c(N3CCN(C)CC3)c2)CC1,-1,52,-55%,-11,99,110,38%,1,52

# Full records, quoted from the list. Order of values: NFkB transloc inh, NFkB transloc inh cell count 2 µM, PLAP inhibition, MRP resist rev, MRP resist rev cytotoxicity, MRP resist rev with doxorubicin, Bcl-B TR3 displacers, NFkB transloc pot, NFkB transloc pot cell count 2 µM
# Shown for CCN(CC)CCN=Cc1c(O)n(C2CCCCCC2)c(=O)[nH]c1=O : -5, 179, -41%, -12, 92, 104, 0%, 5, 179
# Shown for CC12CN3CC(C)(CN(C1)C31CCOCC1)C2=O : -8, 103, /, -9, 102, 110, /, 8, 103
# Shown for CCn1cc(C(=O)c2ccccc2)c2ccccc21 : -4, 100, 23%, 16, 85, 69, 3%, 4, 100
# Shown for CN1CCN(c2ccc(N)c(N3CCN(C)CC3)c2)CC1 : -1, 52, -55%, -11, 99, 110, 38%, 1, 52

# Exported tab-delimited: part of the list above.
canonical_smiles	NFkB transloc inh	NFkB transloc inh cell count 2 µM	PLAP inhibition	MRP resist rev	MRP resist rev cytotoxicity	MRP resist rev with doxorubicin	Bcl-B TR3 displacers	NFkB transloc pot	NFkB transloc pot cell count 2 µM
CC(=NCCN1CCCCC1)c1c(O)n(Cc2ccccc2)c(=O)[nH]c1=O	-18	194	-36%	7	97	90	8%	17	194
O=C1C2CCCN2C(c2cccnc2)N1c1ccc(Cl)cc1 (stereo not given)	14	157	-12%	4	86	82	-5%	-14	157
CCN(CC)CCN=Cc1c(O)n(C2CCCCCC2)c(=O)[nH]c1=O	-5	179	-41%	-12	92	104	0%	5	179

# (continued)
SMILES,NFkB transloc inh,NFkB transloc inh cell count 2 µM,PLAP inhibition,MRP resist rev,MRP resist rev cytotoxicity,MRP resist rev with doxorubicin,Bcl-B TR3 displacers,NFkB transloc pot,NFkB transloc pot cell count 2 µM
Cc1ccc2ccccc2c1NC(=O)CNC1CCCCC1,4,129,-19%,12,98,86,-4%,-4,129
O=C(NCC(c1cccnc1)N1CCN(c2ccc(F)cc2)CC1)Oc1ccccc1 (stereo not given),12,102,/,6,92,86,/,-12,102
COCCCn1c(N)c(C(=O)Nc2sc3c(c2C(=O)OC)CCCC3)c2nc3ccccc3nc21,2,108,-15%,-26,57,83,-26%,-2,108
CCOC(=O)N(CC)c1ccc(C(O)(C(=O)OC)C(F)(F)F)cc1 (stereo not given),-10,119,-6%,22,107,85,-5%,10,119
COCCNP(=O)(c1ccccc1)c1nc2ccccc2s1 (stereo not given),12,139,2%,/,/,/,-12%,-12,139
Cc1cccc(-n2c(CN3C(=O)c4ccccc4C3=O)nc3ccccc3c2=O)n1,-3,170,/,-9,92,102,/,3,170
CCOC(=O)C1=C(C)OC(N)=C(C#N)C12C(=O)N(C)c1ccccc12 (stereo not given),5,161,-29%,8,101,93,10%,-5,161
CC(=NCCN1CCCCC1)c1c(O)[nH]c(=O)[nH]c1=O,0,80,13%,-4,96,100,11%,0,80
Cc1cccc(CN(C)C)c1OC(=O)N(C)C,-18,137,-26%,-6,98,104,-4%,18,137
C=CCn1c(O)c(C(CC)=NC(C)c2ccccc2)c(=O)[nH]c1=O (stereo not given),-3,129,-11%,-14,62,76,7%,3,129
c1ccc(C2NCc3ccccc3-n3cccc32)cc1 (stereo not given),-24,69,9%,10,95,85,3%,24,69
Cc1cc(N2C(=O)C3CCCN3C2c2ccc(Cl)c(Cl)c2)no1 (stereo not given),2,156,-2%,3,86,83,-11%,-2,156
CCCCSP1(=S)NCCCN1,/,/,-15%,-11,86,97,-4%,/,/
O=C(COc1ccc(Cl)cc1)NC1CN2CCC1CC2 (stereo not given),0,86,11%,3,103,99,-15%,0,86
CN(C)CC1CSCCC1(O)c1cccc(Cl)c1 (stereo not given),-2,105,/,-6,93,98,/,2,105
CCC1=C(C)C(N2CCOCC2)=NP(N2CCOCC2)(N2CCOCC2)=N1,2,86,19%,1,95,94,9%,-2,86
CCOC(=O)C(O)(c1ccc(N(CC)S(=O)(=O)c2ccccc2)cc1)C(F)(F)F (stereo not given),4,111,13%,10,91,81,-8%,-4,111
